inhibitors of VEEV – inhibitors of VEEV TC-83 cytopathic effect, confirmation, Vero cells (AID 588727) | Vero cells, VEEV TC-83 cytopathic effect inhibition; higher % means a stronger effect | one-dose inhibition, % at 20 µM; IC50 in µM for titrated hits | 0.13% of 350,000 active; in the data active = a potency from the dose series; inconclusive = inhibition mostly from about 14% at the one dose, without a potency; inactive = the rest, 99 in 100 with inhibition below about 12%; note: strong numbers were not always called active
PhoP GFP inhibition – PhoP regulon inhibitors, Salmonella typhi PhoP promoter GFP reporter, confirmatory (AID 1850); Salmonella Typhi PhoP-promoter GFP reporter, fluorescence, 4 h; higher % means a stronger effect; inhibition, % at 50 µM; hits with a dose series show IC50 in µM; 0.33% of 310,000 active; in the data active = a potency from the dose series; inconclusive = inhibition mostly from about 25% at the one dose, without a potency; inactive = the rest, 99 in 100 with inhibition below about 19%;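 note: 0% = induced wells with vehicle and 100% = uninduced wells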
M. tuberculosis – growth inhibition of non-replicating M. tuberculosis (AID 488890); Mycobacterium tuberculosis non-replicating, growth inhibition; higher % means a stronger effect; inhibition, % at 25 µM; hits with a dose series show IC50 in µM; 0.39% of 320,000 active; in the data active = a potency from the dose series; inconclusive = inhibition mostly from about 82% at the one dose, without a potency; inactive = the rest, 99 in 100 with inhibition below about 76%;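 note: plate controls were DMSO cells for no effect and high antibiotic wells for full effect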
H1N1 NS1A inhibition – H1N1 influenza NS1A inhibitors, functional cell based assay (AID 504329) | inhibition, % at 12.5 µM, or IC50 in µM where a hit was titrated | 0.3% of 340,000 active | NS1A functional cell-based assay, percent inhibition; higher % means a stronger effect; in the data active = a potency from the dose series; inconclusive = inhibition above about 27% without an active follow-up result; note: strong numbers were not always called active
M. tuberculosis HTS – M. tuberculosis growth inhibition, HTS (AID 449762) | M. tuberculosis H37Rv growth inhibition, 7H9 media; higher % means a stronger effect | inhibition, % at 25 µM; hits with a dose series show IC50 in µM | 0.59% of 330,000 active; in the data active = a potency from the dose series; inconclusive = inhibition above about 70% without an active follow-up result;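 note: bacterial growth assessed after seven days of incubation; strong numbers were not always called active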
inhibitors of VEEV 10K pilot screen – also measured in inhibitors of VEEV; calls as there; inhibition, %; measured here: 10K pilot screen inhibition
* = called active by the depositor; i = inactive; ? = inconclusive; nt = no result given.

SMILES	inhibitors of VEEV	PhoP GFP inhibition	M. tuberculosis	H1N1 NS1A inhibition	M. tuberculosis HTS	others
CCOC(=O)c1[nH]ncc1CN1CCCC(C(=O)c2cccc(Cl)c2)C1 (centres undefined)	0.8%	-10%	-13%	1%	-8%
Cc1c(NC(=O)Cn2ccc([N+](=O)[O-])n2)c(=O)n(-c2ccccc2)n1C	0.5%	-1%	-5%	-4%	0%
Cc1ccc(CC2SC(=Nc3ccccc3)N(c3ccccc3)C2=O)cc1 (centres undefined)	9.4%	-11%	49%	0%	18%
C/C(CC(=O)Nc1cccc(F)c1)=N\NC(=O)C(=O)NC1CCCCC1	0.4%	-2%	-2%	8%	-7%
Cc1nc2scc(-c3ccc(Cl)cc3)c2c(=O)o1	i	4%	?	-2%	27%
CCN(Cc1nc2ccccc2c(=O)[nH]1)Cc1cc(=O)oc2cc(OC)ccc12	4.0%	11%	23%	-8%	-1%
C#CCOCCOCCOCCNc1nc(N2CCN(C(=O)CCCCCCCCCCNC(=O)[C@H](CCCCN)n3cc(CCCC(=O)O)nn3)CC2)nc(N2CCN(C(=O)CCCCCCCCCCNC(=O)[C@H](CCCN=C(N)N)n3cc(C[C@@H](C)CC)nn3)CC2)n1	i	14%	75%	26%	4.8µM*
Cn1c(C(=O)NCCN2CCN(Cc3ccccc3)CC2)cc2c(=O)n(C)c3ccccc3c21	5.3%	8%	5%	0%	1%
O=C(COC(=O)C1CCN(S(=O)(=O)c2ccc3c(c2)OCCO3)CC1)NC1CCCCC1	1.5%	-2%	4%	-4%	-2%
COc1cc(N(C)C)c([N+](=O)[O-])cc1C(=O)NC(C)CNc1ccc([N+](=O)[O-])cc1Cl (centres undefined)	5.8%	-5%	-2%	-9%	3%
CNC(=O)c1ccccc1NC(=O)c1ccc(C)c(S(=O)(=O)N2CCCCC2)c1	6.3%	8%	8%	-2%	12%	inhibitors of VEEV 10K pilot screen=7.7
COc1cc(NC(=O)CSc2nc(=O)n(CCCN3CCOCC3)c3c2CCC3)cc(OC)c1	2.6%	-2%	1%	-16%	-7%
CC1CC(NC(=O)Cc2ccc(Br)cc2)CC(C)(C)C1 (centres undefined)	2.6%	-7%	59%	-10%	?
COC(=O)C(NC(=O)CCC(=O)N[C@@H](C(=O)OC)c1ccccc1)c1ccccc1 (some centres undefined)	0.4%	9%	9%	6%	3%
CCn1c(=O)n(CC)c2cc(N3CCCC3)c(NC(=O)c3cc(Cl)ccc3OC)cc21	6.8%	-3%	28%	13%	-2%
COc1cccc(C2CC(C(F)(F)F)n3ncc(C(=O)Nc4c(C)n(C)n(-c5ccccc5)c4=O)c3N2)c1 (centres undefined)	0.1%	1%	10%	6%	6%
COC(=O)c1cccc(NC(=O)CCSc2ccc(Cl)cc2)c1C	0.0%	-2%	31%	1%	3%
CCOc1ccc(C(=O)Nc2cccc(-c3ccc4nncn4n3)c2)cc1	2.5%	8%	6%	11%	6%
CCc1noc(C)c1C(=O)Nc1cc(S(=O)(=O)N2CCOCC2)ccc1OCC(F)(F)F	3.5%	3%	-8%	4%	-10%
COCc1nnc(NC(=O)c2cc(C(=O)OC)cc([N+](=O)[O-])c2)s1	3.0%	-2%	-17%	-7%	-2%
CC1=C(C(=O)Nc2ccccc2C)C(c2cccnc2)n2nc(CCCO)nc2N1 (centres undefined)	1.1%	10%	-7%	1%	5%
CC(C)C(C)NC(=O)COC(=O)C1CCN(S(=O)(=O)c2ccc3c(c2)OCCO3)CC1 (centres undefined)	2.2%	3%	3%	-13%	-6%
CNS(=O)(=O)c1cc(N)ccc1C	1.3%	0%	-2%	-5%	-6%
CN(C)S(=O)(=O)NC(=O)C1=C(N2CCCC2)COC1=O	0.8%	nt	0%	5%	1%
CCCN(CC(=O)Nc1ccccc1C)C(=O)CCCNC(=O)c1ccc(Cl)cc1	6.7%	nt	nt	-6%	nt
O=C(NCCC1=CCCCC1)C(=O)NCc1ccccc1Cl	3.2%	-7%	5%	8%	-2%
CC(C)(C)C(=O)NC1=NN(c2c(Cl)cc(Cl)cc2Cl)C(=O)C1	0.5%	0%	33%	7%	10%
Clc1cccc(N/N=C(\Cc2nc3ccccc3[nH]2)c2ccccc2)c1	i	8%	?	-7%	?
O=C(COc1ccc2ccccc2c1)NCC(=O)N/N=C/c1ccco1	2.4%	-3%	4%	4%	-2%
CCCCCCCNC(=O)C1CC(=O)N(C)C(=Nc2ccc(OC)cc2)S1 (centres undefined)	6.1%	-2%	38%	-10%	6%
CCCCN(C)CCNC(=O)c1ccc2c(c1)NC(=O)C(N1CCCCC1)S2 (centres undefined)	0.9%	-4%	-1%	8%	-5%
COc1ccc(CCNC(=O)CN2C(=O)C3(OCCCO3)c3ccccc32)cc1OC	1.6%	-14%	9%	-6%	0%
COc1cc2c(cc1OC)CN(Cc1cc(OC)c(O)c(OC)c1)CC2	1.1%	12%	-3%	10%	-5%
COc1ccc(CNC(=O)C2CCN(C(=O)c3csc(Nc4ccc(C)cc4)n3)CC2)cc1	7.5%	11%	26%	8%	9%
Cc1ccc(CNC(=O)c2cc3c(C)nc4ccccc4c3o2)cc1	3.4%	-1%	36%	4%	0%
CCCc1[nH]nc2c1C(c1ccsc1)C(C#N)=C(N)O2 (centres undefined)	0.8%	-3%	2%	5%	13%
Cc1ccc(S(=O)(=O)N2CC(O)CC2C(=O)OCC(=O)c2ccccc2Cl)cc1C (centres undefined)	0.1%	-7%	9%	-3%	2%
O=C(Nc1ccccc1)c1cc2n(n1)C(C(F)(F)F)CC(C1CC1)N2 (centres undefined)	0.3%	-5%	12%	-2%	11%
CCOC(=O)N1CCN(Cc2nc(-c3ccccc3)no2)CC1	1.7%	-2%	2%	16%	6%
O=C(NCCCn1ccnc1)c1cc(-c2ccncc2)nc2ccccc12	1.2%	8%	-5%	-3%	-8%

Gathered by group, the entries above with a thiophene ring, fused or not (2)
SMILES	inhibitors of VEEV	PhoP GFP inhibition	M. tuberculosis	H1N1 NS1A inhibition	M. tuberculosis HTS	others
Cc1nc2scc(-c3ccc(Cl)cc3)c2c(=O)o1	i	4%	?	-2%	27%
CCCc1[nH]nc2c1C(c1ccsc1)C(C#N)=C(N)O2 (centres undefined)	0.8%	-3%	2%	5%	13%

The listing continues:
SMILES	inhibitors of VEEV	PhoP GFP inhibition	M. tuberculosis	H1N1 NS1A inhibition	M. tuberculosis HTS	others
CC1=NN(C(N)=S)C(=O)C1N=Nc1ccccc1 (centres undefined)	0.7%	12%	?	-14%	?
O=C(NC1CCC(=O)N(CCSc2ccccc2)CC1)OCc1ccccc1 (centres undefined)	0.4%	-4%	13%	16%	1%	inhibitors of VEEV 10K pilot screen=0.7
C=CCNC(=O)c1nn2cccnc2c1Cl	3.6%	-15%	6%	4%	7%
CCCN1C(=O)CC(C(=O)OC)=C1C	0.4%	-5%	-5%	8%	-7%
CC(=O)N1N=C2C3CCN(CC3)C2C1c1ccccc1 (centres undefined)	i	0%	-9%	6%	-4%
O=C(NCCNS(=O)(=O)c1cccc(C(F)(F)F)c1)c1cc(OCC(F)(F)F)ccc1OCC(F)(F)F	0.5%	6%	-25%	13%	10%
COc1ccc(/C=C2\SC(=O)N(CC(=O)Nc3ccc(O)cc3)C2=O)cc1OC	0.2%	13%	-2%	-20%	2%
CC(C)(C)C(=O)Nc1ccccc1C(=O)Nc1ccccn1	i	4%	3%	-3%	-4%
COc1cccc(C(=O)N(Cc2nc(-c3cccc(C)c3)no2)C(C)C)c1OC	6.7%	6%	6%	7%	-3%
COC(=O)c1ccc(Cn2nnc3ccccc32)cc1	i	8%	77%	-18%	-1%
O=C(Cn1c(NCCO)nc2ccccc21)c1ccc(Cl)cc1	i	18%	-5%	-4%	-4%
COc1ccc(NC(=O)N2CCOCC2)cc1	0.1%	-5%	-5%	-1%	0%
Cc1nc(NC(=O)c2csc3ccccc23)sc1C	i	-10%	42%	26%	-3%
COc1ccc(-c2nnc(SCc3csc(N)n3)n2C)cc1	3.3%	-5%	10%	8%	-9%
COc1ccc(NC(=O)CCN2CCN(S(=O)(=O)c3ccc(C(C)C)cc3)CC2)cc1	i	16%	20%	1%	18%
Cc1nc2c(c(=O)[nH]1)C(c1ccccc1Cl)c1c(c3ccccc3oc1=O)O2 (centres undefined)	nt	4%	-13%	nt	5%
COc1ccc(-c2nnc(SCC(=O)c3cccs3)o2)cc1	6.2%	-7%	64%	3%	5%
N#Cc1cccc(C(=O)N(CCc2ccccc2)Cc2cccs2)c1	3.5%	7%	12%	-2%	3%
CN1CCN(C(N)=NC(=O)c2ccccc2)CC1	0.2%	-3%	-18%	0%	-6%
O=S(=O)(Nc1cccnc1)c1ccc2c(c1)OCCO2	0.5%	5%	3%	-1%	4%

Among those listed so far, these contain a nitro group on carbon:
SMILES	inhibitors of VEEV	PhoP GFP inhibition	M. tuberculosis	H1N1 NS1A inhibition	M. tuberculosis HTS	others
Cc1c(NC(=O)Cn2ccc([N+](=O)[O-])n2)c(=O)n(-c2ccccc2)n1C	0.5%	-1%	-5%	-4%	0%
COc1cc(N(C)C)c([N+](=O)[O-])cc1C(=O)NC(C)CNc1ccc([N+](=O)[O-])cc1Cl (centres undefined)	5.8%	-5%	-2%	-9%	3%
COCc1nnc(NC(=O)c2cc(C(=O)OC)cc([N+](=O)[O-])c2)s1	3.0%	-2%	-17%	-7%	-2%

New compounds follow:
SMILES	inhibitors of VEEV	PhoP GFP inhibition	M. tuberculosis	H1N1 NS1A inhibition	M. tuberculosis HTS	others
Cc1ccc(CSc2sc(C(=O)c3ccccc3)c(N)c2C#N)cc1	3.5%	19%	-26%	-7%	-2%
CCOC(=O)c1[nH]c(=O)[nH]c1CSc1ccccn1	1.8%	1%	11%	3%	-21%
CCc1cccc(NC(=O)Cn2ncn3c(cc4ccccc43)c2=O)c1	i	-15%	7%	-4%	4%
COc1ccc(CC(=O)Nc2cccc(Cl)c2C)cc1S(=O)(=O)N1CCOCC1	6.8%	nt	16%	-7%	-3%
Cc1cc(Cl)c(S(=O)(=O)N2CCN(c3ccccn3)CC2)cc1OCC(=O)NC1CCCCC1	5.7%	3%	8%	-1%	-6%
COc1ccc(OC)c(Nc2ncnc3ccccc23)c1	1.7%	3%	-1%	0%	-10%
CCOC(=O)C1C(=O)OC(C)(C)C1C(C)C(=O)c1ccccc1 (centres undefined)	i	-1%	-6%	-3%	6%
CC(C)(C)NC(=O)Cn1c(SCC(N)=O)nc2ccccc21	6.6%	0%	-9%	7%	-10%
OCCN1CCN(c2cc(-c3ccccc3)c3ccccc3n2)CC1	1.1%	10%	37%	-6%	0%
Cc1cccc(Nc2nc(N)c(C#N)c(CC#N)c2C#N)c1	0.9%	-4%	13%	-9%	-8%	inhibitors of VEEV 10K pilot screen=1.6

Part of the list above in order of molar mass, ascending.
SMILES	inhibitors of VEEV	PhoP GFP inhibition	M. tuberculosis	H1N1 NS1A inhibition	M. tuberculosis HTS	others
Cc1cccc(Nc2nc(N)c(C#N)c(CC#N)c2C#N)c1	0.9%	-4%	13%	-9%	-8%	inhibitors of VEEV 10K pilot screen=1.6
OCCN1CCN(c2cc(-c3ccccc3)c3ccccc3n2)CC1	1.1%	10%	37%	-6%	0%
Cc1cc(Cl)c(S(=O)(=O)N2CCN(c3ccccn3)CC2)cc1OCC(=O)NC1CCCCC1	5.7%	3%	8%	-1%	-6%

(listing goes on)
SMILES	inhibitors of VEEV	PhoP GFP inhibition	M. tuberculosis	H1N1 NS1A inhibition	M. tuberculosis HTS	others
CCCSc1ccc([C@H]2N[C@@](C)(C(=O)OC)[C@H]3C(=O)N(C)C(=O)[C@@H]23)cc1OC	0.6%	-2%	8%	-4%	7%
O=S(=O)(Nc1nc2ccc(Cl)cc2s1)c1cccs1	1.0%	-4%	20%	3%	-8%
CC(=O)N1CCN(c2nnc(-c3ccc(C)cc3)c3ccccc23)CC1	0.4%	-10%	-1%	-19%	5%
O=C(C1CCCC1)N1CCCC(Nc2ccc(F)cc2)C1 (centres undefined)	0.7%	-11%	-1%	-14%	1%
